Source: PubChem (several laboratories)
Diaph inh CS: inhibits diaphorase or chemically oxidizes, flagging diaphorase assay artifacts. inhibition, % at 20 µM. diaphorase resazurin-to-resorufin fluorescence, NADH, 16 min; bacterial (C. kluyveri) enzyme, not human. AID 1217. 0.69% of 190,000 active;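 active means primary screen inhibition at 20 µM above a set limit, cut at about 50% in these data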;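 further: plate controls were DMSO with full reaction for no effect and wells lacking NADH for full effect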
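Assay system – diaphorase enzyme from Clostridium kluyveri · Amount – diaphorase 0.14 U/mL (working solution) · Times – reaction incubation of 16 min at room temperature · Controls – No-NADH positive control and DMSO neutral control · Signal – resorufin fluorescence 544/590 nm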
Hsp70 activator: switches on Hsp70 transcription | HeLa Hsp70 promoter luciferase reporter, luminescence; scaled: vehicle 0, proteasome-inhibitor control 100% | activation, % at 10 µM | 0.04% of 200,000 active | AID 1203;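 active means activation above the mean across all tested compounds plus 3 SD, cutoff set per campaign, cut at about 5.5% in these data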;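 further: 100% = MG132 at 30 µM as the positive control and 0% = DMSO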
Diaphorase act: activates diaphorase or chemically reduces, flagging diaphorase assay artifacts; 0.005% of 190,000 active; activation factor at 20 µM; Diaphorase/resazurin coupled assay, resorufin fluorescence, 16 min; stronger effect = higher value; 1 = vehicle wells, 0 = NADH-free wells; AID 1229;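 active means diaphorase activity raised at least twofold by the compound at 20 µM; inactive means activation factor below 2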
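Material: Purified diaphorase enzyme from Clostridium kluyveri | Buffer or medium: 50 mM HEPES pH 7.4 with 4.542 mM MgCl2, 0.005% Tween 20 | Times: 16 min enzyme reaction, ambient temperature | Signal: Red resorufin fluorescence at 544/590 nm excitation/emission | Measure: Increased resorufin signal from activators or reducing compounds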
STAT3 inh: inhibitors of IL-6 induced STAT3 signaling; U3A cells, IL-6 STAT3-luciferase reporter, luminescence; host cell line lacks STAT1; inhibition, % at 5.5 µM; 0.89% of 190,000 active; AID 862;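 active means inhibition above the mean inhibition across all screened compounds plus 3 SD, cut at about 44% in these data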;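 further: 0% = DMSO only wells and 100% = 100 µM nifuroxazide control wells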
G6PDH CS: L. mesenteroides G6PDH inhibition counter-screen | Purified L. mesenteroides G6PDH, diaphorase/resazurin coupled fluorescence, 45 min | inhibition, % at 5 µM | 0.12% of 200,000 active; in the data active means inhibition above about 50%
STAT1 activator: increases IFN-gamma driven STAT1 reporter signal. NIH 3T3 STAT1-luciferase reporter, luminescence; 100% = IFN-gamma alone, no compound. activation (% of control), % at 5.5 µM. AID 932. 2.6% of 200,000 active;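 active means activation above the screen-wide mean activation plus 3 SD, cut at about 130% in these data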;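 further: raw ratio to IFN-gamma control signal so 100% means no change and 0% no light; values of inactives mirror those of a sister screen read the other way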
TLR4 MyD88 comp: TLR4-MyD88 interaction inhibition in cells | O00206+Q99836 | HeLa CL3-4 TLR4/MyD88 BLA complementation, FRET ratio | inhibition, % at 8.4 µM | 0.18% of 200,000 active | AID 861; in the data active means inhibition above about 25%;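 further: 0% = vehicle and 100% = reference inhibitor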
Target sequence (O00206 whole entry, looked up): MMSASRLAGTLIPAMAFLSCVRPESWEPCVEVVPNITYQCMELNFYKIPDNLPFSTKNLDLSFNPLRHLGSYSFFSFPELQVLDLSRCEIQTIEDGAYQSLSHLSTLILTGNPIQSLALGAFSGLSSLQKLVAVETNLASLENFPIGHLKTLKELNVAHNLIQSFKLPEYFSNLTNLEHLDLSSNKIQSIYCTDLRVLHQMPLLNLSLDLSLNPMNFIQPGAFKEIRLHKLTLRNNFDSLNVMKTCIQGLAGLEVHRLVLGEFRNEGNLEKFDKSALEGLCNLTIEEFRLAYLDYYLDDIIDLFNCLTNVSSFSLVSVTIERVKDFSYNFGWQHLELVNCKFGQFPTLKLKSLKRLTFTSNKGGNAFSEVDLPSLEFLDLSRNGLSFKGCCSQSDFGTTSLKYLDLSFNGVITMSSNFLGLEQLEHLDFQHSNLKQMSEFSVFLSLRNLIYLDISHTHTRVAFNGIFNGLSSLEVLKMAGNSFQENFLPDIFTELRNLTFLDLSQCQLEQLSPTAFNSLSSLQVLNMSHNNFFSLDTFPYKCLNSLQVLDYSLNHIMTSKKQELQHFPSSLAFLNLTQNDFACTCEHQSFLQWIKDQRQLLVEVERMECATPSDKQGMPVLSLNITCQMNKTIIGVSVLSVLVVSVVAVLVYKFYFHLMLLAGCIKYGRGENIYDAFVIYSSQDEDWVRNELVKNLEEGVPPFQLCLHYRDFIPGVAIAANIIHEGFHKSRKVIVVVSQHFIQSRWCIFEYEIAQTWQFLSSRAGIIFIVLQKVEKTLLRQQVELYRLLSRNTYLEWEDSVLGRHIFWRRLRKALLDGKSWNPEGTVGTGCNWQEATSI
Target sequence (Q99836 whole entry, looked up): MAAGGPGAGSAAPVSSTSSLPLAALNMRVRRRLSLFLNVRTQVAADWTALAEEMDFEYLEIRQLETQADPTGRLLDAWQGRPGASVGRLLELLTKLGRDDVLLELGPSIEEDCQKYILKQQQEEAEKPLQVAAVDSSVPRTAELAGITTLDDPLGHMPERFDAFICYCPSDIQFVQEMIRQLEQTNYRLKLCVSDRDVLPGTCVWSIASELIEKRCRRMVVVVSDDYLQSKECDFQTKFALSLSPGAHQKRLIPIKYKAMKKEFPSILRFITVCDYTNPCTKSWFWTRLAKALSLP
STAT3 act: STAT3 signaling activation; U3A cells, IL-6 STAT3-luciferase reporter, luminescence; 100% = signal with IL-6 EC80 alone; AID 871; activation (% of control), % at 5.6 µM; 0.91% of 190,000 active;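 active means activation above the screen-wide mean of compound activation plus 3 SD, cut at about 130% in these data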;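 further: 0% = background luminescence of wells with medium and substrate only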
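Material: human STAT1-deficient U3A cells with stable STAT3-luciferase reporter / Probe or stimulus: IL-6 stimulus at 33 ng/mL final / Schedule: 1 h compound pre-exposure, 6 h IL-6 stimulation, 37 °C / Technique: luminescence / Read-out basis: percent of IL-6-only median luminescence / Control set: IL-6-only high control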
STAT1 blocker: STAT1 signaling inhibition; NIH 3T3 STAT1-luciferase reporter, IFN-gamma, luminescence; inhibition, % at 5.5 µM; 0.35% of 200,000 active;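 active means inhibition above a set limit, the mean inhibition across all tested compounds plus 3 SD, cut at about 34% in these data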;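 further: 0% = IFN-gamma with DMSO and 100% = IFN-gamma with 300 µM nifuroxazide; values of inactives mirror those of a sister screen read the other way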
APP transl inh: APP translation inhibition | SH-SY5Y APP 5'UTR-luciferase reporter, luminescence | inhibition, % at 2 µM | 0.82% of 190,000 active;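 active means inhibition above a set limit, derived from the sample mean plus 3 SD, cut at about 45% in these data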; further: values of inactives mirror those of a sister screen read the other way
Numbers without * were called inactive; / = not tested or not shown.

SMILES	Diaph inh CS	Hsp70 activator	Diaphorase act	STAT3 inh	G6PDH CS	STAT1 activator	TLR4 MyD88 comp	STAT3 act	STAT1 blocker	APP transl inh
COc1ccc(NC(=O)/C(=C/c2ccc(OC(C)=O)c(OC)c2)NC(C)=O)cc1	12	-0.1	0.9	-2	7	102	-4	99	-2	-4
CSc1nnnn1-c1ccc(C(=O)O)cc1	6	-0.1	0.9	1	15	98	6	101	3	-6
CCOC(=O)N1CCN(C(=O)/C(=C/c2ccc(OC)c(OC)c2)NC(=O)c2ccccc2)CC1	9	-0.3	0.9	10	5	101	-2	95	-3	-4
O=c1c2cc(N3CCOCC3)ccc2[nH]c(=S)n1CCCN1CCCC1	6	0.1	0.9	7	-36	92	4	99	8	8
COc1ccccc1N1C(=O)S/C(=C\c2cc(C)n(C)c2C)C1=O	25	0.1	0.8	12	4	137*	6	95	-42	-44
COCCSc1nnc(NC(=O)C2CC(=O)N(c3ccc(OC)cc3)C2)s1 (centres undefined)	11	-0.2	0.9	4	-3	103	3	100	-4	-6
COC(=O)c1cn(C(C)C(=O)NCc2ccco2)c2ccccc12 (centres undefined)	7	-0.2	0.9	10	-4	95	-5	97	4	21
O=C(CN1CCN(c2ccc(F)cc2)CC1)c1ccc2c(c1)OCO2	7	-0.4	0.9	8	1	93	5	100	8	-12
CCN(CC)CCCNC(=S)N1CCn2c(nc3ccccc32)C1	0	-0.5	1	-2	15	90	3	102	11	/
Cc1cc(N2CCOCC2)nc(-c2ccc([N+](=O)[O-])cc2)n1	-7	-0.1	1.1	22	4	101	2	86	-1	11
Cc1cc(NC(=O)CCCS(=O)(=O)c2nc(-c3cccs3)cc(C(F)(F)F)n2)no1	14	0.3	0.9	16	20	57	23	90	47*	23
O=C(/C=C/c1cccc(Cl)c1)Nc1ccncc1	10	-0.4	0.9	28	-3	110	2	78	-11	-13
CC1CCCN(Cc2nc3c(c(=O)n(C)c(=O)n3C)n2Cc2c(F)cccc2Cl)C1 (centres undefined)	10	-0.3	0.9	-6	8	104	0	105	-3	-26
Cc1cc(C)n2nc(SCC#N)nc2n1	4	-0.2	1	-6	-2	103	2	110	-4	9
COC(=O)c1ccc(NC(C)=O)o1	1	-0.1	1	-2	3	102	-7	106	-2	-6
O=C(Nc1nnc(CCN2CCCCC2)s1)c1ccc(Br)cc1	8	-0.2	0.9	12	2	101	-4	94	-4	8
CC1(C)NC(=O)N(CCCCOc2cccc(C(F)(F)F)c2)C1=O	11	0.0	0.9	2	3	96	7	102	6	9
Cc1cc(C)nc(NC(=O)CSc2nc3ccccc3s2)n1	16	-0.1	0.8	-12	5	119	-13	117	-20	-48
C=CCNc1ncnc2c1cnn2-c1ccc(Cl)cc1	22	0.0	0.8	12	-4	177*	11	90	-81	-239
CCc1nnc(NC(=O)CSc2nnc(Cc3cc(=O)[nH]c(=O)[nH]3)n2-c2cccc(OC)c2)s1	-5	0.1	1	1	6	95	-7	103	5	15
N=c1n(-c2ccccc2)c(O)cc(=O)n1-c1ccccc1	10	-0.1	0.9	6	-5	100	-5	97	0	-5
CCOC(=O)CNC(=O)Nc1nnc(-c2ccc(OCC)cc2)o1	4	-0.2	1	0	5	98	1	104	0	-17
CC(C)NC(=O)C(C)n1cccc1C(=O)c1ccccc1 (centres undefined)	7	-0.1	0.9	1	4	106	1	105	-7	1
C=CCOc1ccc(CNCCc2ccc(S(N)(=O)=O)cc2)cc1	-12	-0.2	1.1	2	4	108	9	103	-11	-8
Cc1ccc(Oc2nc(-c3ccccc3)ncc2S(=O)(=O)c2ccc(C)cc2)cc1	1	0.2	1	16	-14	101	-15	92	-1	-11
(cont.)
SMILES	Diaph inh CS	Hsp70 activator	Diaphorase act	STAT3 inh	G6PDH CS	STAT1 activator	TLR4 MyD88 comp	STAT3 act	STAT1 blocker	APP transl inh
O=C(COc1ccc2ccccc2c1)NNC(=O)c1cnccn1	9	-0.3	0.9	-1	8	104	6	104	-5	5
CCOC(=O)C1CCCN(C(=S)Nc2cccc(Cl)c2)C1 (centres undefined)	25	-0.4	0.7	3	-6	105	0	94	-5	4
O=C(CNC(=O)c1ccncc1)N/N=C/c1ccccn1	2	0.8	1	15	10	97	-17	89	2	2
S=c1[nH]nc(-c2cc3c(s2)-c2ccccc2CC3)o1	22	0.0	0.8	-34	-7	118	16	133	-19	-24
O=C(Nc1nnc(-c2ccccc2SCc2ccccc2)s1)Nc1ccccc1F	5	0.0	0.9	9	-2	98	-1	96	2	-12
O=C(NC1CCCCCC1)C1CCCN(S(=O)(=O)c2cnc[nH]2)C1 (centres undefined)	9	0.1	0.9	12	-8	102	-5	97	-2	-8
COC(=O)c1ccc(NS(=O)(=O)c2ccccc2)o1	4	-0.2	1	5	8	100	-9	98	0	12
COc1ccc(CCNC(=O)Cc2ccc(OC)c(OC)c2)cc1OC	6	0.0	0.9	/	5	102	-8	/	-4	-2
O=C(c1cc2ccccc2c(=O)o1)N1CCc2ccccc2C1	1	0.2	1	3	2	103	0	104	-3	7
CC(=O)C1=C(C)OC(N)=C(C#N)C1c1cccc([N+](=O)[O-])c1 (centres undefined)	8	-0.2	0.9	5	12	101	-17	96	-1	19
CCCNC(=O)Nc1ccc(C(F)(F)F)cc1	27	0.0	0.7	4	6	108	-14	101	-12	-17
CC1CCN(CCCCOc2ccccc2Br)CC1	1	0.0	1	6	4	94	-5	95	6	12
CCC(=O)Nc1ccc2c(c1)ncn2-c1ccccc1	8	1.4	0.9	11	1	124	0	94	-27	-31
N=c1n(Cc2ccccc2Cl)c2ccccc2n1CC(O)c1ccco1 (centres undefined)	3	0.3	1	2	6	92	4	100	9	-4
O=C(Nc1ccon1)C(Sc1ccccc1)c1ccccc1 (centres undefined)	10	0.2	0.9	4	-5	95	9	100	6	0
CCOC(=O)/C(=C/c1ccc(Cl)cc1)NC(=O)c1ccco1	13	-0.3	0.9	8	5	103	-8	96	-3	-6
CCOc1ccc(NC(=S)Nc2ccc(OCc3ccccc3)cc2)cc1	6	-0.5	0.9	14	15	93	-2	87	8	14
O=C(CSc1nc2ccccc2[nH]1)Nc1ccc2c(c1)CCC2	0	-0.1	1	-4	2	105	0	106	-6	-21
COc1ccccc1CNC(=O)C1=C(C)C(=O)OC12CCC(C)CC2 (centres undefined)	-3	-0.4	1	-3	1	93	8	106	7	0
O=C(CSc1nnc(-c2ccccc2)n1-c1ccc(Cl)cc1)NNC(=S)Nc1ccccc1	19	-0.2	0.8	-6	13	100	0	108	0	-14
O=C(NCc1n[nH]c(=S)n1-c1cccc(Cl)c1)c1ccc(S(=O)(=O)N2CCCC2)cc1	7	0.0	0.9	9	-5	101	-1	96	-1	-3
CCOc1cc(NC(=O)c2ccccn2)c(OCC)cc1NC(=O)c1cccc(C)c1	1	-0.1	1	16	-3	100	-27	91	-2	20
Cc1cccc(C)c1OCc1nnc(SCC(=O)NCCc2ccccc2)o1	9	-0.3	0.9	4	4	94	-3	99	7	-13
OC1(c2ccc(F)cc2)CCN(Cc2nnnn2Cc2cccs2)CC1	-2	-0.1	1	-6	19	104	3	108	-5	8
Cc1cccc(CCNC(=O)CCS(=O)(=O)c2ccc(Br)cc2)c1	-4	-0.5	1	0	4	93	8	102	6	-10

4 structures from above, sorted by number of heavy atoms, smallest number first.
SMILES	Diaph inh CS	Hsp70 activator	Diaphorase act	STAT3 inh	G6PDH CS	STAT1 activator	TLR4 MyD88 comp	STAT3 act	STAT1 blocker	APP transl inh
COC(=O)c1ccc(NS(=O)(=O)c2ccccc2)o1	4	-0.2	1	5	8	100	-9	98	0	12
O=C(NC1CCCCCC1)C1CCCN(S(=O)(=O)c2cnc[nH]2)C1 (centres undefined)	9	0.1	0.9	12	-8	102	-5	97	-2	-8
COc1ccc(CCNC(=O)Cc2ccc(OC)c(OC)c2)cc1OC	6	0.0	0.9	/	5	102	-8	/	-4	-2
CCOc1cc(NC(=O)c2ccccn2)c(OCC)cc1NC(=O)c1cccc(C)c1	1	-0.1	1	16	-3	100	-27	91	-2	20

(continued)
SMILES	Diaph inh CS	Hsp70 activator	Diaphorase act	STAT3 inh	G6PDH CS	STAT1 activator	TLR4 MyD88 comp	STAT3 act	STAT1 blocker	APP transl inh
CS(=O)(=O)Nc1ccc(C2=NN(S(C)(=O)=O)C(c3ccccc3)C2)cc1 (centres undefined)	13	-0.1	0.9	4	20	100	-10	99	0	-9
COC(=O)c1ccc2c(c1)C(=O)/C(=C/c1ccc(O)cc1)O2	10	-0.3	0.9	-1	-20	114	0	99	-16	-8
c1ccc2c(c1)nc1n2CCN1CCNC1CCCCC1	-21	-0.4	1.2	5	14	98	-3	97	2	-1
O=C(OCC(=O)c1ccco1)c1ccc2ncsc2c1	10	0.6	0.9	3	6	108	0	100	-8	4
O=C(CCC(=O)Nc1ccccc1)NCCO	3	-0.1	1	-2	1	95	3	104	3	11
COc1ccc2[nH]c3c(=O)n(CCCCC(=O)NCCC(C)C)c(=S)[nH]c3c2c1	-4	-0.3	1	-18	-1	103	1	115	-6	-21
Cc1onc(-c2c(F)cccc2Cl)c1C(=O)Nc1sc2c(c1C(N)=O)CCC2	26	-0.4	0.7	12	-6	103	-6	95	-3	8
Cc1nc(Nc2ccc(Cl)cc2Cl)sc1C(=O)Nc1ccccc1	17	-0.2	0.8	9	-35	110	-11	95	-11	1
Cc1ccc(-c2cc(-c3ccccc3)nc(Cl)n2)cc1	5	0.1	1	-30	3	99	12	129	1	10
O=C(NCc1ccco1)Nc1ccc2snnc2c1	7	0.0	0.9	22	1	92	-19	84	9	6
CN(c1ccccc1)c1nc(N2CCCC2)nc(-n2ccnc2)n1	10	-0.3	0.9	1	7	100	-2	102	-1	20
COc1ccc(OC)c(/C=C/c2c([N+](=O)[O-])c(=O)n(C)c(=O)n2C)c1	3	0.0	1	25	4	80	8	86	21	-28
COc1ccc(Nc2ccc(Cl)cc2)c(C(=O)O)c1	10	-0.6	0.9	-2	-9	101	-11	100	-1	6
CCOC(=O)c1cnc(SCc2ccc(C(C)(C)C)cc2)nc1N	19	-0.3	0.8	5	0	101	4	97	-1	-20
C=CCc1ccccc1OCC(O)Cn1ccnc1C (centres undefined)	20	0.0	0.8	5	-2	105	13	100	-5	-11
CCOC(=O)c1c(NC(=S)Nc2ccccc2)sc2c1CCN(CCc1ccccc1)C2	13	-0.4	0.9	14	7	102	-4	97	-2	11
COc1cccc(-c2cc(C(=O)Nc3ccn(Cc4ccc(C)cc4)n3)no2)c1	20	-0.2	0.8	34	8	92	-6	75	6	14
COc1ccc(S(=O)(=O)NC(C)C)cc1C(=O)N1CCOCC1	-1	-0.4	1	5	-4	102	-14	98	-3	-19
NC(=O)c1cc(N)ccc1N1CCCC1	29	-0.3	0.7	5	10	104	-5	104	-4	-23
Cc1ccc(C(=O)CN2C(=O)C(C)Oc3ccccc32)cc1 (centres undefined)	16	0.0	0.8	3	8	115	2	104	-18	-12
